Source: PubChem
V1R ag counter: counter-screen for oxytocin receptor agonists: human V1a receptor agonists. CHO-V1R cells, Fluo-8 calcium fluorescence, agonist mode; 0% DMSO, 100% 3 nM vasopressin. activation, % at 3 µM. actives 0.25% (n = 320,000). AID 2797;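 active means activation above the mean activation of all tested compounds plus 3 SD, per screening run, cut at about 20% in these data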;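 further: signal is peak over basal fluorescence ratio across a 100 second FLIPR read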
Target sequence (P37288 whole entry, looked up): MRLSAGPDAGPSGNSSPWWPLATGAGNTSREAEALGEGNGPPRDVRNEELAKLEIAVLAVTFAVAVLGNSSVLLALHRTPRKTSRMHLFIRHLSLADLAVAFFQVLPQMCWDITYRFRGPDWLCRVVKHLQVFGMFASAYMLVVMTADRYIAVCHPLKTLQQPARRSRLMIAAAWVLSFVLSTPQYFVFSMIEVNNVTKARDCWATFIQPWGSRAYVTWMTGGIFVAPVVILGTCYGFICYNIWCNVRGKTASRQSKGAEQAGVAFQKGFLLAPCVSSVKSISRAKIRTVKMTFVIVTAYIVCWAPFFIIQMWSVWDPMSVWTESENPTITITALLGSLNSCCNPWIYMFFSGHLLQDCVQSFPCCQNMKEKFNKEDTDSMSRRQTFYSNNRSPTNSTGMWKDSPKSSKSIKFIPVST
OXTR potentiate: potentiates the human oxytocin receptor response. P30559. CHO-OTR cells, Fluo-8 calcium fluorescence, potentiator mode; 0% = oxytocin EC15, 100% = EC100. activation, % at 3 µM. actives 0.061% (n = 320,000);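 active means activation above that plate's cutoff, the mean activation of tested compounds plus 3 SD, cut at about 6.6% in these data, passing the limit was not always enough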;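 further: 100% uses oxytocin at 75 nM as the full agonist control; some results filed as inactive read as strong as hits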
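Assay system: CHO cell line stably expressing human OTR. Reagent: EC15 oxytocin agonist. Dosing: single dose, 3.0 µM nominal final compound concentration. Timing: compound 6 min at room temperature before oxytocin, 100 s read. Signal: kinetic Fluo-8 calcium fluorescence. Controls: oxytocin EC15 low and EC100 high.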
M1 ag parental: counter-screen for M1 agonists: effect in parental CHO-K1 cells; Fluo-8 calcium fluorescence; scaled to maximal ATP response, vehicle zero; activation, % at 3 µM; actives 0.48% (n = 360,000); AID 602248; in the data active means activation above about 15%;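 further: untransfected CHO-K1 host cells lacking M1 receptor as counterscreen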
TAAR1 antagonist: antagonists of human TAAR1; inhibition, % at 3 µM; actives 1.5% (n = 360,000); CHO RD-HGA16 TAAR1, Fluo-8 calcium fluorescence, antagonist; Q96RJ0;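 active means inhibition above a per-plate cutoff, the mean inhibition of test compounds on that plate plus 3 SD, cut at about 49% in these data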;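 further: 0% = DMSO plus EC80 beta-PEA response and 100% = DMSO alone without agonist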
Target sequence (Q96RJ0 whole entry, looked up): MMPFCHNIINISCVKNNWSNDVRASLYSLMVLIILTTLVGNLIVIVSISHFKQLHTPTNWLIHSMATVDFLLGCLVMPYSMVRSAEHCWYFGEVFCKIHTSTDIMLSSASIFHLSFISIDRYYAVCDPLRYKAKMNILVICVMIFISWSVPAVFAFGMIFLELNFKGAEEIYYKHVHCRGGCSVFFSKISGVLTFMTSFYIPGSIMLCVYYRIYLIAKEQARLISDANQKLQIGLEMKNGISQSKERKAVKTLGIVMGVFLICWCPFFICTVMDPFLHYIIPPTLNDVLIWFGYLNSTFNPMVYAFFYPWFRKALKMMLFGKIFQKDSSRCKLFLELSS
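Test system – hTAAR1-expressing CHO RD-HGA16 cells, Gα16-coupled · Reagent – β-PEA at EC80 concentration, post-compound challenge · Compound dosing – 3 µM, single point · Timing – 140 s kinetic read after compound, 140 s after agonist · Detection – Fluo-8 intracellular calcium dye fluorescence, real-time kinetic reads · Control set – DMSO and EC80 PEA controls · Repeats – n of 1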
CHO-K1 Ca antag: nonselective inhibitor or artifact in parental CHO-K1 cells | inhibition, % at 3 µM | ATP-induced calcium, Fluo-8 fluorescence | actives 0.6% (n = 360,000) | AID 602250;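 active means inhibition above a per-plate cutoff, the plate's mean sample inhibition plus 3 SD, cut at about 24% in these data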;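 further: 0% = DMSO plus EC80 ATP and 100% = DMSO alone without ATP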
OXTR ag: activates the human oxytocin receptor; P30559; activation, % at 3 µM; CHO-OTR cells, Fluo-8 calcium fluorescence; normalized: DMSO 0%, oxytocin 100%; actives 0.32% (n = 320,000);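 active means activation above the mean of all tested compounds plus 3 SD, cutoff set per screening run, cut at about 20% in these data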;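 further: peak over basal fluorescence ratio from a 100 s FLIPR kinetic read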
CHO-K1 Ca PAM: M1 PAM counterscreen hit in parental CHO-K1 cells. ATP EC20, Fluo-8 calcium fluorescence; 0% at ATP EC20, 100% at ATP max. actives 0.02% (n = 360,000). activation, % at 3 µM;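 active means activation above the run cutoff, the mean activation of all test compounds plus 3 SD, cut at about 40% in these data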;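 further: peak over basal fluorescence ratio in a 140 s read after ATP addition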
GPR7 antag: blocks human GPR7 receptor signaling. P48145. GPR7-expressing cells, fluorescence antagonist assay. inhibition, % at 4.4 µM. AID 1861. actives 1.1% (n = 290,000); in the data active means inhibition above about 16%, passing the limit was not always enough;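 further: cells stimulated with the agonist NPW; 0% = agonist with vehicle and 100% = vehicle without agonist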
Target sequence (P48145 whole entry, looked up): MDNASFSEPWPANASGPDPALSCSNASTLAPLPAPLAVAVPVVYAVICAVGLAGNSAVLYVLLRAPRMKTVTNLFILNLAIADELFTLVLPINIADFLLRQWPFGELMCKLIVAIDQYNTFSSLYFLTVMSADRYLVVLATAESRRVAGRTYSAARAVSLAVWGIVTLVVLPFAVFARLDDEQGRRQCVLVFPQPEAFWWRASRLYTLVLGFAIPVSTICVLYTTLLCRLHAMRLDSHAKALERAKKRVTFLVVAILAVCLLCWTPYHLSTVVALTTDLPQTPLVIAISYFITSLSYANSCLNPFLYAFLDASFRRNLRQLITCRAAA
CHO parental Ca: signal in parental CHO cells, OX1R antagonist counter-screen; parental CHO-K1, ATP-induced calcium, Fluo-8 fluorescence; inhibition, % at 5.6 µM; actives 0.63% (n = 330,000); AID 463079;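 active means inhibition above that plate's mean sample inhibition plus 3 SD, cut at about 26% in these data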;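 further: 0% = ATP-challenged DMSO wells and 100% = DMSO wells without ATP; some compounds past the cut are filed as inactive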
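Test system: untransfected parental CHO cell line; also added: ATP stimulus; dosing: 5.6 µM, single dose; signal: calcium-sensitive Fluo-8 fluorescence; measure: percent inhibition of ATP-evoked calcium rise, normalized to controls; benchmarks: low control ATP plus DMSO, high control DMSO only; replication: one well per compound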
Starred values were filed as active, the others as inactive; nt = no result given; & = joins results of further samples.

SMILES	V1R ag counter	OXTR potentiate	M1 ag parental	TAAR1 antagonist	CHO-K1 Ca antag	OXTR ag	CHO-K1 Ca PAM	GPR7 antag	CHO parental Ca
O=C(NC(c1ccccc1)c1cc(Cl)c2cccnc2c1O)c1cccnc1 (stereo unspecified)	-0.1	-1.0	nt	-16.0	nt	1.2	nt	-3.6	-12.2
Cc1ccc(C(=O)N2CCC(C(=O)NC3CCCCCC3)CC2)cc1	1.7	-9.1	-0.1	5.8	-12.4	1.2	3.2	-10.1	-3.6
O=C(CSc1ccc(-c2ccc(F)cc2)nn1)N1CCCc2ccccc21	0.3	-3.4	4.9	40.6	-6.0	-2.5	26.3	6.4	-9.3
COc1cc(-n2c(=O)c3ccccc3n(Cc3cc(=O)n4ccccc4n3)c2=O)cc(OC)c1OC	0.2	-0.9	0.4	16.2	-5.6	1.3	25.2	-4.8	7.5
C/C(=N/NC(=O)COc1cc(C)ccc1C(C)C)C(=O)O	-0.2	-8.6	0.2	-0.6	-7.6	-0.3	12.2	-1.2	-5.9
CC(Oc1ccccc1[N+](=O)[O-])C(=O)N/N=C/c1ccoc1 (stereo unspecified)	0.3	10.0	0.0	-17.4	6.3	1.3	-17.2	-14.2	2.7
O=C(CN1CCCCC1)Nc1ccccc1C(=O)NC1CC1	nt	nt	-0.1	-15.7	-1.0	nt	-11.2	nt	nt
Cc1ccccc1NC(=O)NCC1CCCO1 (stereo unspecified)	-0.4	-6.5	-0.2	-9.5	-0.8	1.2	-0.6	-0.3	-7.2
COC(=O)[C@@H](Cc1ccccc1)NC(=O)[C@H]1CCC(=O)N1C(=O)OCc1ccccc1	-0.5	-1.0	0.9	-33.0	1.2	-0.2	12.8	1.6	-24.5
COC(=O)c1cccnc1-n1c(=O)c2cccnc2n(CC(=O)Nc2ccc(Br)cc2)c1=O	1.2	-5.0	0.6	-1.5	4.1	1.4	5.0	-2.1	3.0
Clc1ccc(-c2csc(N/N=C\c3cccnc3)n2)cc1	0.4	-5.8	1.9	10.7	14.7	-0.6	-11.8	-9.6	-30.4
Cc1cc(C2C(C#N)=C(N)SC(N)=C2C#N)c(C)s1	9.3	-10.4	2.8	nt	13.9	13.4	3.6	-3.6	3.2
COc1nc(Nc2ccccc2F)nc(OC)n1	-1.1	-2.5	0.1	-3.5	-3.5	-1.0	16.1	-16.8	-1.8
OC(CNCC1CCCO1)Cn1c2ccccc2c2ccccc21 (stereo unspecified)	2.1	-12.2	4.2	9.0	-5.4	5.1	18.9	6.3	-17.2
O=C(NCCCN1CCCC1=O)c1cccc(Oc2ccccc2)c1	1.0	-9.5	1.7	-0.1	-5.4	-0.8	1.2	-4.9	-7.1

Molecules from the list above with an aryl methoxy group:
SMILES	V1R ag counter	OXTR potentiate	M1 ag parental	TAAR1 antagonist	CHO-K1 Ca antag	OXTR ag	CHO-K1 Ca PAM	GPR7 antag	CHO parental Ca
COc1cc(-n2c(=O)c3ccccc3n(Cc3cc(=O)n4ccccc4n3)c2=O)cc(OC)c1OC	0.2	-0.9	0.4	16.2	-5.6	1.3	25.2	-4.8	7.5
COc1nc(Nc2ccccc2F)nc(OC)n1	-1.1	-2.5	0.1	-3.5	-3.5	-1.0	16.1	-16.8	-1.8

Single records, from the list above.
COc1cc(-n2c(=O)c3ccccc3n(Cc3cc(=O)n4ccccc4n3)c2=O)cc(OC)c1OC is entered as V1R ag counter = 0.2; OXTR potentiate = -0.9; M1 ag parental = 0.4; TAAR1 antagonist = 16.2; CHO-K1 Ca antag = -5.6; OXTR ag = 1.3; CHO-K1 Ca PAM = 25.2; GPR7 antag = -4.8; CHO parental Ca = 7.5
C/C(=N/NC(=O)COc1cc(C)ccc1C(C)C)C(=O)O is entered as V1R ag counter = -0.2; OXTR potentiate = -8.6; M1 ag parental = 0.2; TAAR1 antagonist = -0.6; CHO-K1 Ca antag = -7.6; OXTR ag = -0.3; CHO-K1 Ca PAM = 12.2; GPR7 antag = -1.2; CHO parental Ca = -5.9
OC(CNCC1CCCO1)Cn1c2ccccc2c2ccccc21 (stereo unspecified) is entered as V1R ag counter = 2.1; OXTR potentiate = -12.2; M1 ag parental = 4.2; TAAR1 antagonist = 9.0; CHO-K1 Ca antag = -5.4; OXTR ag = 5.1; CHO-K1 Ca PAM = 18.9; GPR7 antag = 6.3; CHO parental Ca = -17.2

The main list resumes, starting two compounds before the break.
SMILES	V1R ag counter	OXTR potentiate	M1 ag parental	TAAR1 antagonist	CHO-K1 Ca antag	OXTR ag	CHO-K1 Ca PAM	GPR7 antag	CHO parental Ca
OC(CNCC1CCCO1)Cn1c2ccccc2c2ccccc21 (stereo unspecified)	2.1	-12.2	4.2	9.0	-5.4	5.1	18.9	6.3	-17.2
O=C(NCCCN1CCCC1=O)c1cccc(Oc2ccccc2)c1	1.0	-9.5	1.7	-0.1	-5.4	-0.8	1.2	-4.9	-7.1
COc1ccc(NC(C)=O)cc1NS(=O)(=O)c1ccc2c(c1)OCCO2	-0.5	-1.4	0.5	7.8	-14.4	1.6	12.3	nt	-3.5
CC1C(=O)N(Cc2cn(Cc3ccco3)nn2)CCS(=O)(=O)N1Cc1ccc(-c2ccccc2)cc1 (stereo unspecified)	nt	nt	0.2	-8.6	-17.3	nt	15.4	nt	nt
COCCn1c(-c2ccc(C)cc2)nc2oc3cc(OC)ccc3c(=O)c2c1=O	-0.8	-6.8	2.0	0.2	-4.7	-1.9	-1.6	9.3	-24.4
CCCCOc1ccc(C(=O)OCC(=O)Nc2cc(C)on2)cc1	0.5	-25.5	3.2	-42.1	-15.5	1.9	16.7	-4.4	13.3
O=C(CC1(O)C(=O)N(CCc2ccccc2)c2ccccc21)c1ccccn1 (stereo unspecified)	0.6	-6.9	2.4	8.4	-12.7	1.3	-2.5	-2.6	-21.9
CCOC(=O)c1ccc(N=c2sc(C(=O)OC)cc(=O)n2CCCN2CCOCC2)cc1	-1.6&1.8	-2.4&-6.4	0.5&1.6	0.5&10.0	-4.0&-3.8	-2.5&-0.7	6.9&2.8	14.1	-6.2&-18.4
O=[N+]([O-])c1cccc(N(CC(O)CN2CCCCC2)S(=O)(=O)c2ccccc2)c1 (stereo unspecified)	0.3	-3.7	0.2	-4.1	-10.3	0.4	4.4	-9.9	-10.5
Cc1n[nH]c(=S)n1/N=C/c1ccc(OCc2ccc(Cl)cc2)cc1	-0.6	-11.1	-0.1	11.1	25.4*	0.0	-7.7	-2.9	-10.9
CN(C)/C=C/C(=O)c1ccc(Cl)cc1Cl	4.2	-0.8	1.0	1.6	11.2	3.1	-2.2	1.9	-8.8
CCOC(=O)N1CCN(S(=O)(=O)c2ccc(C(=O)Nc3ccc4c(c3)C(=O)NC4=O)cc2)CC1	-0.2	-3.6	1.0	4.8	-5.1	-0.5	21.6	0.4	-2.9
COc1cccc(NC(=O)c2cc3cccc(OC)c3o/c2=N\O)c1	5.1	-10.7	nt	nt	nt	-0.2	nt	-18.5	15.6
CC1CCCN(C(=O)CN2CCC(c3nc4ccc(Cl)cc4[nH]3)CC2)C1 (stereo unspecified)	0.1	1.4	-0.3	-18.2	-10.4	0.2	10.1	-1.1	-21.4
CC1(C)CC(=O)C=C(Nc2ccc(S(N)(=O)=O)cc2)C1	0.2	-0.6	1.3	4.6	-12.3	0.0	19.7	-10.9	0.3
O=S1(=O)CC(N2CCC(c3ccccc3)CC2)CN1C1CCCCC1 (stereo unspecified)	nt	nt	1.8	-21.6	1.5	nt	3.4	nt	nt
COc1ccc(CN2CCC(=O)N([C@H](CO)c3ccccc3)CC2)cc1	1.6	-9.2	1.2	-6.7	-24.1	1.5	18.5	-6.0	-16.6
CC(C)N1CCc2c(sc(NC(=O)c3cc(-c4cccs4)nc4ccccc34)c2C(N)=O)C1	13.7	-11.7	10.8	nt	13.8	18.3	10.5	6.6	18.0
Cc1cc(C)c(NC(=O)C2CCCO2)c(C)c1 (stereo unspecified)	0.4	-4.5	-0.1	-9.8	3.6	-0.1	-9.8	nt	-0.6
CCN1CCN(c2ccc(S(=O)(=O)N(CC)CC)cc2[N+](=O)[O-])CC1	1.8	-3.4	1.1	-16.4	-8.0	0.9	16.3	-9.9	-12.8
Cc1ccc(S(=O)(=O)NC(Cc2c[nH]c3ccccc23)C(=O)O)cc1 (stereo unspecified)	0.7	-5.5	0.3	3.3	-6.8	1.0	-4.8	-3.8	-0.7
CCC(C)c1ccccc1NC(=O)CN1CCN(C/C=C/c2ccccc2)CC1 (stereo unspecified)	-0.3	3.5	-0.1	-11.2	9.9	-2.1	-3.2	-5.3	-27.8
CCCC/C=C1\CCc2c([nH]c3ccccc23)C1=O	-1.6	-26.3	1.3	-22.7	-18.9	-1.6	8.1	-2.3	-16.1
COc1ccc2ccc3ccc(OC)c(OC(C)=O)c3c2c1	nt	nt	0.5	0.3	-18.2	nt	22.8	nt	nt
O=C(NC(=S)NN1CCCCC1c1cccnc1)c1ccc(Cl)cc1Cl (stereo unspecified)	0.4	-6.2	-0.2	-24.8	5.4	-0.9	-9.5	-6.2	-13.3
Clc1ccc(C(CCN2CCCC2)Cc2ccccc2)cc1 (stereo unspecified)	2.5	0.6	1.9	4.3	-7.1	5.1	3.6	9.1	-16.6
NC(=O)Cn1cc(/C=N\NS(=O)(=O)c2ccc(F)cc2)c2ccccc21	0.4	-0.9	1.2	-1.4	1.9	0.4	9.6	10.2	-0.5
CC(NC(=O)c1ccco1)C(=O)N1CCCCC1 (stereo unspecified)	0.4	0.5	0.5	-11.6	-1.8	0.9	-10.1	-9.9	-6.2
O=C(O)c1ccccc1NC(=O)c1ccccc1-c1ccccc1C(=O)O	-0.7	-7.3	-0.1	-1.8	-7.5	1.5	16.0	-17.6	-5.0
CNC(=O)C(=O)Nc1c(C)cc(C)cc1C	-0.4	0.8	3.4	4.0	-1.2	-0.1	24.0	-12.4	1.0
CC(OC(=O)c1n[nH]c2ccccc12)C(=O)NC1CCCCC1C (stereo unspecified)	-0.3	-6.8	-0.5	-12.3	-10.5	-1.5	17.8	nt	-12.3
CCOc1cc(/C=N/NC(=O)c2ccc(N(C)S(=O)(=O)c3ccccc3)cc2)ccc1OC	5.7	-13.6	3.2	37.8	-4.7	1.9	15.9	-10.1	1.8
Cc1ccc(S(=O)(=O)NC(=O)C2(C)CCN2C(=O)Cc2ccc(Cl)cc2Cl)cc1 (stereo unspecified)	nt	nt	-0.8	7.5	-4.4	nt	-2.4	nt	nt
CC(=O)NCCOc1nc(N(C)C)nc(N(C)C)n1	0.2	-3.4	-0.3	10.4	-8.4	0.5	14.6	-2.2	-11.9
CCCN(CCC)CCCNC(=O)C1c2cc(OC)c(OC)cc2C(=O)N(C)C1c1cccs1 (stereo unspecified)	1.8	1.6	0.5	0.2	-2.2	1.6	-7.0	0.0	-10.2
